# Screening results (PubChem BioAssay)
# GFP derepression: epigenetic GFP locus derepression in mouse cells. mouse C127i GFP locus derepression, cytometry, 30 h. Potency, µM (top dose mostly 46.1 µM), for inactives: at the highest dose GFP derepression (activation). 0.09% of 68,000 active; further: % of control where 0% means no effect
#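 Locus derepression in mouse mammary C127i cells whose integrated CMV-GFP reporter is normally silent; GFP expression after 30 h compound treatment was quantified by counting fluorescent cells.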
# BRCT PPI red: inhibitors of human BRCA1 BRCT-phosphoprotein interaction (red fluorophore). P38398. BRCT-phosphopeptide binding, red fluorescence polarization. 0.03% of 75,000 active. AID 892. Potency, µM (doses to about 76.9 µM), for inactives: top-dose activity change, negative = inhibition, usual class: inhibitors; further: on the % scale 0 is the no-effect control and ±100 the full control effect
#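 Fluorescence polarization: 100 nM His-tagged BRCA1 BRCT with 100 nM TAMRA-labelled phospho-BACH1 decapeptide, phosphate buffer pH 7.3 with 150 mM NaCl, DTT, 0.01% Tween 20; 12 min RT. Binding inhibition seen as FP decrease.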
# BRCT inh green: BRCA1 BRCT-phosphoprotein interaction inhibition. Potency, µM (top dose mostly 76.9 µM), for inactives: at the highest dose activity change, negative = inhibition, usual class: inhibitors. P38398. BRCA1 BRCT-phosphopeptide binding, green fluorescence polarization. 0.05% of 75,000 active;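 further: potency means the concentration at half of the fitted maximal effect; plate controls were peptide without protein for full effect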
#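 Fluorescence polarization: His-tagged BRCT (~35 kDa BRCA1 C-terminus, 250 nM) bound to 100 nM fluorescein-labeled phosphorylated 10-aa BACH1 peptide, pH 7.3 phosphate buffer with DTT and Tween 20. Compounds incubated 12 min at room temperature; inhibition read as lowered polarization.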
# * marks the source's active call; other numbers are inactive results; nt = not tested or not shown; [ ] = dose if it differs, or a comment. The call rests on the fitted dose curve; in most records, active means well fitted curve in the direction sought with a large enough effect; inconclusive means small, poorly fitted or top-dose-only effect, or another doubt; inactive means no such curve, though single readings can be large; an effect the other way counts as inactive or inconclusive. These rows are one share of the data; the hit share may differ from the screen's.
# Start of the listing, in advance:
SMILES,GFP derepression,BRCT PPI red,BRCT inh green
Cc1noc(NS(=O)(=O)c2ccc(NC(=O)COc3ccccc3)cc2)c1C,-3%[20.6 µM],nt,nt
CCOC(=O)C1=C(N)N2C(=O)CSC2=C(C(=O)OC)C1,2%[20.6 µM],nt,nt

# Main list (from the top)
SMILES,GFP derepression,BRCT PPI red,BRCT inh green
Cc1noc(NS(=O)(=O)c2ccc(NC(=O)COc3ccccc3)cc2)c1C,-3%[20.6 µM],nt,nt
CCOC(=O)C1=C(N)N2C(=O)CSC2=C(C(=O)OC)C1,2%[20.6 µM],nt,nt
COc1cccc(-c2nnc3sc(-c4cccs4)nn23)c1,-2%[20.6 µM],nt,nt
COc1ccc(OC)c(C2C(C#N)=C(N)Oc3cc(C)[nH]c(=O)c32)c1 (centres undefined),2%[20.6 µM],nt,nt
CCOc1cc2nc(-c3ccc(OC)c(OC)c3)nc(N3CCOCC3)c2cc1OC,-4%[20.6 µM],nt,nt
Cc1c(C(=O)O)sc(=S)n1-c1ccccc1,1%[20.6 µM],nt,nt
Cc1cc(=O)oc(C)c1C(=O)Nc1ccc2nsnc2c1,-4%[20.6 µM],nt,nt
N[C@@H](C(=O)N[C@@H]1C(=O)N2C(C(=O)O)=C(Cl)CS[C@H]12)c1ccccc1,4%[20.6 µM],nt,nt
CCCCC(C(=O)O)C(C)CC(=O)Nc1cccc(C(=O)O)c1 (centres undefined),2%[20.6 µM],nt,nt
COc1cc(-c2cc(C(F)(F)F)n3ncc(C(=O)O)c3n2)cc(OC)c1OC,-3%[20.6 µM],nt,nt
COc1ccc2nc(SCC(=O)O)nc(C)c2c1,-2%[20.6 µM],nt,nt
CC(=O)O[C@H]1C[C@@H]2CC[C@@H]3[C@H](CC[C@@]4(C)[C@H]3C[C@H]([N+]3(C)CCCCC3)[C@@H]4OC(C)=O)[C@@]2(C)C[C@@H]1[N+]1(C)CCCCC1,-2%[20.6 µM],nt,nt
Cc1cc(=O)[nH]c(SCC(=O)c2ccccc2)c1C#N,7%[20.6 µM],nt,nt
CSc1nc2sc3c(c2c2nnnn12)CCC3,3%[20.6 µM],nt,nt
Cc1nc(Sc2cccn2C)c(C(F)(F)F)c(=O)[nH]1,-2%[20.6 µM],nt,nt
COc1ccc2[nH]c(C)c(C(=O)CN3CC(C)OC(C)C3)c2c1 (centres undefined),0%[20.6 µM],nt,nt
CC1(C)C/C(=C(/C#N)C(N)=O)CCO1,-3%[20.6 µM],nt,nt
CCC1=C2CC[C@H]3C(=O)N(CC)C(=O)[C@H]3[C@H]2[C@@]2(C)C(=NCCc3c[nH]c4ccccc34)OC(=O)N2C1=O,nt,0.9%,-1.6%
N#Cc1ccc(C23CC4(C2)[C@H](CN(Cc2ccc(-c5ccccc5)cc2)[C@@H]4c2ccccc2)C3c2ccc(C(F)(F)F)cc2)cc1 (some centres undefined),nt,0.5%,-1.0%
COC(=O)[C@@H]1C[C@@H]2CC[C@@H](O)C[C@@H]2N1CC1CCCCC1,nt,0.6%,-1.4%

# Seven consecutive entries already listed, quoted:
SMILES,GFP derepression,BRCT PPI red,BRCT inh green
CC(=O)O[C@H]1C[C@@H]2CC[C@@H]3[C@H](CC[C@@]4(C)[C@H]3C[C@H]([N+]3(C)CCCCC3)[C@@H]4OC(C)=O)[C@@]2(C)C[C@@H]1[N+]1(C)CCCCC1,-2%[20.6 µM],nt,nt
Cc1cc(=O)[nH]c(SCC(=O)c2ccccc2)c1C#N,7%[20.6 µM],nt,nt
CSc1nc2sc3c(c2c2nnnn12)CCC3,3%[20.6 µM],nt,nt
Cc1nc(Sc2cccn2C)c(C(F)(F)F)c(=O)[nH]1,-2%[20.6 µM],nt,nt
COc1ccc2[nH]c(C)c(C(=O)CN3CC(C)OC(C)C3)c2c1 (centres undefined),0%[20.6 µM],nt,nt
CC1(C)C/C(=C(/C#N)C(N)=O)CCO1,-3%[20.6 µM],nt,nt
CCC1=C2CC[C@H]3C(=O)N(CC)C(=O)[C@H]3[C@H]2[C@@]2(C)C(=NCCc3c[nH]c4ccccc34)OC(=O)N2C1=O,nt,0.9%,-1.6%

# The list continues:
SMILES,GFP derepression,BRCT PPI red,BRCT inh green
CCC1=C2CC[C@H]3C(=O)N(CC(=O)OC)C(=O)[C@H]3[C@H]2[C@@]2(C)C(=NCC(=O)OC)OC(=O)N2C1=O,nt,-1.3%,-1.4%
COC(=O)c1ccc(C23CC4(C2)[C@H](CN(CC2CCCCC2)[C@@H]4c2ccccc2)C3c2ccc(Cl)nc2)cc1 (some centres undefined),nt,1.0%,2.1%
COC(=O)[C@@H]1C[C@@]2(O)[C@H](O)[C@H](O)[C@H](O)C[C@H]2N1Cc1c(F)cccc1Cl,nt,-0.7%,0.4%
CN(C)/C=N/c1cc(=O)[nH]c(=O)n1CC1CC1,nt,0.6%,-1.4%
COC(=O)c1ccc(C23CC4(C2)[C@H](CN(Cc2ccc(C(F)(F)F)cc2)[C@@H]4c2ccccc2)C3c2ccc(Cl)nc2)cc1 (some centres undefined),nt,0.7%,-0.9%
COC(=O)[C@@H]1C[C@@]2(O)[C@@H](O)[C@@H](O)[C@@H](O)C[C@H]2N1Cc1cc(OC)cc(OC)c1,nt,0.0%,-0.9%
COC(=O)[C@@H]1C[C@@]2(O)[C@@H](O)[C@@H](O)[C@@H](O)C[C@H]2N1Cc1ccc(-c2ccccc2)cc1,nt,-0.3%,-2.6%
CCC1=C(OC(=O)N(CC)CC)N2C(=O)OC(=NCCOC)[C@]2(C)[C@H]2C1=CC[C@H]1C(=O)NC(=O)[C@H]12,nt,-0.3%,-0.8%
Cn1c(N)cc(=O)n(Cc2ccccc2)c1=O,nt,0.9%,-4.0%
CCC1=C(OC(=O)N(CC)CC)N2C(=O)OC(=NCC(=O)OC)[C@]2(C)[C@H]2C1=CC[C@H]1C(=O)N(CC)C(=O)[C@H]12,nt,-0.3%,-1.7%
COC(=O)c1ccc(C23CC4(C2)[C@H](CN(Cc2cccnc2)[C@@H]4c2ccccc2)C3c2ccccc2)cc1 (some centres undefined),nt,-0.6%,4.3%
COC(=O)[C@@H]1C[C@H]2CC[C@H](O)C[C@H]2N1Cc1ccccc1OS(=O)(=O)c1ccc(C)cc1,nt,0.9%,10%
FC(F)(F)c1ccc(C2[C@H]3CN(CC4CCCCC4)[C@H](c4ccccc4)C34CC2(c2cccnc2)C4)cc1 (some centres undefined),nt,-1.3%,-0.8%
CN1C[C@@H]2C(c3ccc(Cl)nc3)C3(c4ccc(C#N)cc4)CC2(C3)[C@H]1c1ccccc1 (some centres undefined),nt,0.1%,-2.6%
CCC1=C(OC(=O)N(CC)CC)N2C(=O)OC(=NCC3CC3)[C@]2(C)[C@H]2C1=CC[C@H]1C(=O)N(CC(=O)OC)C(=O)[C@H]12,nt,-1.9%,-1.7%
CCC1=C(OC(=O)N(CC)CC)N2C(=O)OC(=NCC(=O)OC)[C@]2(Cc2ccccc2)[C@H]2C1=CC[C@H]1C(=O)N(c3ccccc3)C(=O)[C@H]12,nt,0.3%,-0.2%
c1ccc(C2[C@H]3CN(Cc4cccnc4)[C@H](c4ccccc4)C34CC2(c2ccccc2)C4)cc1 (some centres undefined),nt,2.2%,-1.5%
CCC1=C(OC(=O)N(CC)CC)N2C(=O)OC(=NCCOC)[C@]2(Cc2ccccc2)[C@H]2C1=CC[C@H]1C(=O)N(CC(=O)OC)C(=O)[C@H]12,nt,-0.3%,-0.8%
CCC1=C2CC[C@H]3C(=O)N(CC)C(=O)[C@H]3[C@H]2[C@@]2(Cc3ccccc3)C(=O)N(Cc3ccccc3)C(=O)N2C1=O,nt,-1.3%,-0.8%
CCC1=C2CC[C@H]3C(=O)N(C)C(=O)[C@H]3[C@H]2[C@@]2(C)C(=NCc3ccccc3)OC(=O)N2C1=O,nt,-0.1%,-2.9%
CCC1=C2CC[C@H]3C(=O)N(c4ccccc4)C(=O)[C@H]3[C@H]2[C@@]2(Cc3ccccc3)C(=NCCc3c[nH]c4ccccc34)OC(=O)N2C1=O,nt,-1.6%,-0.1%
COC(=O)c1ccc(C23CC4(C2)[C@H](CN(CC2CCCCC2)[C@@H]4c2ccccc2)C3c2ccc(C(F)(F)F)cc2)cc1 (some centres undefined),nt,-0.7%,4.1%
COC(=O)[C@@H]1C[C@@]2(O)[C@H](O)[C@H](O)[C@H](O)C[C@H]2N1C/C=C/c1ccccc1,nt,0.6%,0.1%
FC(F)(F)c1ccc(CN2C[C@@H]3C(c4ccccc4)C4(c5ccccc5)CC3(C4)[C@H]2c2ccccc2)cc1 (some centres undefined),nt,0.7%,2.3%
COC(=O)c1cccc(C23CC4(C2)[C@H](CN(Cc2ccc(-c5ccccc5)cc2)[C@@H]4c2ccccc2)C3c2ccc(Cl)nc2)c1 (some centres undefined),nt,0.5%,-0.7%
NC(=O)NCc1ccccc1,nt,0.9%,-1.9%
CCC1=C2CC[C@H]3C(=O)NC(=O)[C@H]3[C@H]2[C@@]2(C)C(=NCC3CC3)OC(=O)N2C1=O,nt,-2.2%,-4.8%
CCC1=C(OC(=O)N(CC)CC)N2C(=O)OC(=NCCc3c[nH]c4ccccc34)[C@]2(Cc2ccccc2)[C@H]2C1=CC[C@H]1C(=O)N(CC(=O)OC)C(=O)[C@H]12,nt,-2.0%,-0.5%
Cn1c(N)c(C(=O)COC(=O)c2cc(C(F)(F)F)nc3ccccc23)c(=O)n(C)c1=O,nt,-0.3%,0.2%
COC(=O)c1cccc(C23CC4(C2)[C@H](CN(Cc2ccc(-c5ccccc5)cc2)[C@@H]4c2ccccc2)C3c2ccccc2)c1 (some centres undefined),nt,0.5%,-3.3%
COC(=O)[C@@H]1C[C@@]2(O)[C@H](O)[C@H](O)[C@H](O)C[C@H]2N1Cc1cc(OC)cc(OC)c1,nt,0.7%,-0.4%
N#Cc1ccc(C23CC4(C2)[C@H](CN(Cc2ccc(-c5ccccc5)cc2)[C@@H]4c2ccccc2)C3c2ccc(Cl)nc2)cc1 (some centres undefined),nt,-1.3%,-0.8%
N#Cc1ccc(C23CC4(C2)[C@H](CN(Cc2cccnc2)[C@@H]4c2ccccc2)C3c2ccccc2)cc1 (some centres undefined),nt,1.1%,0.4%
Clc1ccc(C2[C@H]3CN(Cc4ccc(-c5ccccc5)cc4)[C@H](c4ccccc4)C34CC2(c2ccccc2)C4)cn1 (some centres undefined),nt,-0.7%,0.3%
O=C(O)c1cc(C(F)(F)F)nc2c(C(F)(F)F)cccc12,nt,-0.9%,-0.6%
COC(=O)c1ccc(CN2[C@H](C(=O)OC)C[C@@]3(O)[C@H](O)[C@H](O)[C@H](O)C[C@@H]23)cc1,nt,0.6%,-0.8%
C[C@H]1C2=C3C(C[C@H]4C(=O)N(c5ccccc5)C(=O)[C@H]4[C@H]3[C@@]3(Cc4ccccc4)C(=NCCc4c[nH]c5ccccc45)OC(=O)N3C2=O)[C@H]2C(=O)N(c3ccccc3)C(=O)[C@H]21 (some centres undefined),nt,0.5%,0.0%
c1ccc(C2[C@H]3CN(CC4CCCCC4)[C@H](c4ccccc4)C34CC2(c2ccccc2)C4)cc1 (some centres undefined),nt,1.0%,4.3%
CC(C)Cn1c(N)c(C(=O)COC(=O)c2cc(C(F)(F)F)nc3c(C(F)(F)F)cccc23)c(=O)n(C)c1=O,nt,1.1%,1.6%
COC(=O)c1cccc(C23CC4(C2)[C@H](CN(Cc2cccnc2)[C@@H]4c2ccccc2)C3c2ccc(Cl)nc2)c1 (some centres undefined),nt,-1.6%,-1.1%
CCC1=C(OC(=O)N(CC)CC)N2C(=O)OC(=NCCc3c[nH]c4ccccc34)[C@]2(C)[C@H]2C1=CC[C@H]1C(=O)NC(=O)[C@H]12,nt,0.6%,-1.6%
CCC1=C2CC[C@H]3C(=O)NC(=O)[C@H]3[C@H]2[C@@]2(Cc3ccccc3)C(=NCc3ccccc3)OC(=O)N2C1=O,nt,-2.8%,0.5%
N#Cc1ccc(C23CC4(C2)[C@H](CN(P(=O)(c2ccccc2)c2ccccc2)[C@@H]4c2ccccc2)C3c2ccc(Cl)nc2)cc1 (some centres undefined),nt,0.0%,-1.9%
